Screens deposited in PubChem by The Scripps Research Institute Molecular Screening Center.
TAAR1 antagonist: antagonists of human TAAR1; Q96RJ0; CHO RD-HGA16 TAAR1, Fluo-8 calcium fluorescence, antagonist; inhibition, % at 3 µM; 1.5% of 360,000 active; AID 624466;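 active = inhibition above a per-plate cutoff, the mean inhibition of test compounds on that plate plus 3 SD, cut at about 49% in these data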;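 note: 0% = DMSO plus EC80 beta-PEA response and 100% = DMSO alone without agonist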
Target sequence (Q96RJ0 whole entry, looked up): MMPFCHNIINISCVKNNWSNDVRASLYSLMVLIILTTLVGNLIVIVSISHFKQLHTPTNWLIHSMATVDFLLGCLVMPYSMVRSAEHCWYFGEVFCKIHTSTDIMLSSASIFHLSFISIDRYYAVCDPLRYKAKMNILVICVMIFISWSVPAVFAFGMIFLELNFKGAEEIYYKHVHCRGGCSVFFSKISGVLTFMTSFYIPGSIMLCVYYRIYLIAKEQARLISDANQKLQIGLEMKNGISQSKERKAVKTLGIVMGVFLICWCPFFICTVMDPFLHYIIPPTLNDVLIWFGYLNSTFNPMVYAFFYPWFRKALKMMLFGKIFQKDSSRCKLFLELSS
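System: RD-HGA16 CHO cells with stable hTAAR1 and Gα16 | Probe or stimulus: EC80 β-phenethylamine stimulus | Dosing: 3 µM, single point | Times: Dye loading 75 min at 37 °C, then 30 min room temperature | Measured by: Fluo-8 calcium-sensitive fluorescence | Read-out basis: % inhibition of agonist calcium response | Replicates: n of 1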
TAAR1 agonist: human TAAR1 agonism. 0.99% of 360,000 active. CHO RD-HGA16 TAAR1, Fluo-8 calcium fluorescence; vehicle wells 0%, saturating PEA agonist 100%. Q96RJ0. activation, % at 3 µM;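 active = activation above the mean activation of all test compounds in the run plus 3 SD, cut at about 38% in these data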
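Test system: RD-HGA16 (CHO) cells co-expressing Gα16 and hTAAR1 | Doses: Single dose, 3 µM | Schedule: 17-24 h seeding, 75 min 37 °C dye, 30 min RT | Evaluation: % activation from peak over basal fluorescence ratio, DMSO-to-PEA scaled | Technique: Kinetic Fluo-8 calcium fluorescence | Benchmarks: Low control DMSO, high control PEA (EC100)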
CHO-K1 Ca ag: counter-screen for M1 agonists: effect in parental CHO-K1 cells; Fluo-8 calcium fluorescence; scaled to maximal ATP response, vehicle zero; activation, % at 3 µM; 0.48% of 360,000 active; AID 602248; in the data active = activation above about 15%;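 note: untransfected CHO-K1 host cells lacking M1 receptor as counterscreen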
CHO-K1 Ca antag: nonselective inhibitor or artifact in parental CHO-K1 cells. ATP-induced calcium, Fluo-8 fluorescence. inhibition, % at 3 µM. 0.6% of 360,000 active. AID 602250;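 active = inhibition above a per-plate cutoff, the plate's mean sample inhibition plus 3 SD, cut at about 24% in these data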;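 note: 0% = DMSO plus EC80 ATP and 100% = DMSO alone without ATP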
CHO parental Ca: signal in parental CHO cells, OX1R antagonist counter-screen; parental CHO-K1, ATP-induced calcium, Fluo-8 fluorescence; inhibition, % at 5.6 µM; 0.63% of 330,000 active;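 active = inhibition above that plate's mean sample inhibition plus 3 SD, cut at about 26% in these data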;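 note: 0% = ATP-challenged DMSO wells and 100% = DMSO wells without ATP; some compounds past the cut are filed as inactive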
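Test system: untransfected parental CHO cell line. Compound: one dose, 5.6 µM nominal. Detection: intracellular calcium via Fluo-8 no-wash fluorescent dye. Measure: % inhibition. Benchmarks: ATP-challenged DMSO wells low, unchallenged DMSO wells high.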
M1 antag: antagonists of human M1 muscarinic receptor; CHO-K1 hM1, Fluo-8 calcium fluorescence, ACh EC80 antagonist; 1.3% of 360,000 active; inhibition, % at 3 µM; AID 588852;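 active = percent inhibition above its own plate's cutoff, namely the mean of that plate's compound wells plus 3 SD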;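 note: peak over basal fluorescence ratio during 140 s after agonist addition; 0% = ACh EC80 plus DMSO and 100% = DMSO alone without agonist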
OXTR potentiate: human OXTR potentiation; CHO-OTR cells, Fluo-8 calcium fluorescence, potentiator mode; 0% = oxytocin EC15, 100% = EC100; activation, % at 3 µM; 0.061% of 320,000 active; AID 2445;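 active = activation above that plate's cutoff, the mean activation of tested compounds plus 3 SD, cut at about 6.6% in these data, passing the limit was not always enough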;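 note: 100% uses oxytocin at 75 nM as the full agonist control; some results filed as inactive read as strong as hits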
Target sequence (P30559 whole entry, looked up): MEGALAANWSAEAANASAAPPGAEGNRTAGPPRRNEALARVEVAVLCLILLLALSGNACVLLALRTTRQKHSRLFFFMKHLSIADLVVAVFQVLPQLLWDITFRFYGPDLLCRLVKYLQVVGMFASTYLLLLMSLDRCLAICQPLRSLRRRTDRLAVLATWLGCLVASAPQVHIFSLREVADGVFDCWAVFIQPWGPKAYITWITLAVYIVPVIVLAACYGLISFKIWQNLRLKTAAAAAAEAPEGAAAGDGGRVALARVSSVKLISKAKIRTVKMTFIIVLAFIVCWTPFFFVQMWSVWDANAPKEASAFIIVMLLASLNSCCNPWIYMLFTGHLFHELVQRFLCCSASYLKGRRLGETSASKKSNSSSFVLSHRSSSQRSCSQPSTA
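assay system = CHO-OTR cells, human receptor | schedule = compound 6 min at room temperature before oxytocin, 100 s read | detection = Fluo-8 intracellular calcium fluorescence, ex 470-495, em 515-575 nm | evaluation = normalized max/min fluorescence ratio, % activation | control set = EC15 oxytocin alone as 0%, 75 nM oxytocin (EC100) as 100%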
CHRM1 agonist: activates human CHRM1 receptor; 0.33% of 360,000 active; P11229; CHO-K1 hM1, Fluo-8 calcium fluorescence, agonist mode; 0% DMSO, 100% acetylcholine EC100; activation, % at 3 µM;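 active = activation above the run's mean compound activation plus 3 SD, cut at about 16% in these data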;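 note: peak over basal fluorescence ratio within a 140 s kinetic read after compound addition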
M1 PAM parental: counter-screen for M1 PAMs: effect in parental CHO-K1 cells. ATP EC20, Fluo-8 calcium fluorescence; 0% at ATP EC20, 100% at ATP max. activation, % at 3 µM. 0.02% of 360,000 active. AID 602247;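 active = activation above the run cutoff, the mean activation of all test compounds plus 3 SD, cut at about 40% in these data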;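 note: peak over basal fluorescence ratio in a 140 s read after ATP addition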
* hit, by the source's call; . = not tested or not shown.

| canonical_smiles | TAAR1 antagonist | TAAR1 agonist | CHO-K1 Ca ag | CHO-K1 Ca antag | CHO parental Ca | M1 antag | OXTR potentiate | CHRM1 agonist | M1 PAM parental |
| --- | --- | --- | --- | --- | --- | --- | --- | --- | --- |
| Cc1ccc(Nc2ncnc(Cl)c2N)cc1 | -10 | 1 | 0.1 | 13 | . | 1 | . | 0 | -6 |
| NC(=O)C[C@H]1NC(=O)[C@H](CCC(=O)O)NC(=O)c2cc([N+](=O)[O-])cc(I)c2NCCC[C@@H](C(N)=O)NC1=O | -4 | 5 | 0.7 | -12 | 4 | -5 | 6 | -2 | 25 |
| CCCn1c(NC(=S)Nc2ccccc2)nc2ccccc21 | -21 | -1 | -0.5 | -2 | -11 | -3 | -4 | -8 | 13 |
| CCc1ccc(Nc2ccc(C(N)=O)cc2[N+](=O)[O-])cc1 | -7 | 0 | 3.1 | -1 | 3 | -1 | -7 | -9 | 15 |
| COc1ccccc1CCn1cnc(Cc2ccccc2)c1C(C)C | 48 | 54* | 7.8 | -11 | . | . | . | . | -2 |
| Cc1ccc(/C=N/NC(=O)CCn2nc(C)cc2C)c(C)c1 | -33 | 1 | 0.8 | -4 | -11 | -4 | -16 | -1 | 19 |
| CN(CC(=O)Nc1cccc(F)c1)C(=O)CNC(=O)Cc1cccc2ccccc12 | -34 | 2 | -0.3 | 0 | . | 0 | . | -3 | -15 |
| Cn1c(N)c(C(=O)COc2ccc(C#N)cc2)c(=O)n(C)c1=O | -1 | -1 | 1.7 | -14 | -6 | 2 | -18 | 2 | 16 |
| Cc1ccc(C(C(=O)NC2CCCC2)N(Cc2ccco2)C(=O)CCC(=O)Nc2ccccn2)cc1 (stereo not given) | -1 | 10 | 1.6 | -5 | -15 | 0 | -12 | -3 | 6 |
| COc1ccc2nc(NC(=O)Nc3cccc4ccccc34)sc2c1 | -1 | 5 | 0.5 | -8 | 5 | 1 | -6 | -3 | 8 |
| O=C(C[n+]1cc(Br)cc(Br)c1)c1ccccc1 | 2 | 7 | -0.3 | -11 | -12 | -3 | -8 | -5 | -10 |
| COc1ccc(/C=C(\C#N)C(=O)OCC(=O)Nc2c(C)cccc2C)cc1 | -9 | 6 | 0.8 | -12 | -4 | -7 | -6 | -5 | 15 |
| CCCS(=O)(=O)N1CCCC(C(=O)NCCCN(CC)c2cccc(C)c2)C1 (stereo not given) | -26 | 3 | 1.6 | 2 | -18 | -11 | -5 | -5 | 23 |
| N#Cc1nc(COc2ccccc2)oc1NCCN1CCOCC1 | 7 | 1 | 0.6 | -11 | -8 | -7 | 2 | -6 | 20 |
| CCCC(c1nnnn1CCc1ccccc1)N1CCN(C2CCCC2)CC1 (stereo not given) | 0 | 4 | 0.5 | 12 | -17 | 19 | -3 | -6 | -6 |
| Fc1cccc(Cc2c(-c3cccc(Cl)c3)nc3ccc(Br)cn23)c1 | -5 | -1 | -0.1 | -14 | . | -21 | . | -6 | 14 |
| Cc1cc(C)cc(Oc2coc3c(CN(C)C)c(O)ccc3c2=O)c1 | 7 | 0 | 0.7 | -6 | 3 | 9 | 1 | -10 | 10 |
| C[C@H]1CN([C@@H](C)CO)C(=O)c2cc(C3=CCCC3)cnc2O[C@@H]1CN(C)C(=O)c1ccncc1 | 0 | 1 | 0.2 | -5 | . | -3 | . | -4 | 2 |
| O=C(Cn1[nH]c(=O)c2ccccc2c1=O)OCC(=O)N1CCc2ccccc2C1 | 2 | 3 | 1.0 | -2 | -12 | -16 | -4 | -1 | 15 |
| CCCc1nnc(NC(=O)C2CCN(C(=O)C3CC(=O)N(c4ccc(C)cc4)C3)CC2)s1 (stereo not given) | -25 | 5 | -0.5 | 5 | -11 | 0 | -3 | -13 | -14 |
| CCn1c2c(c3cc(C(=O)O)ccc31)CCCC2=O | 6 | 2 | -0.3 | 7 | -10 | 13 | 5 | -3 | -2 |
| Cc1ccc(NC(=O)COc2cccc(-n3cnnn3)c2)cc1[N+](=O)[O-] | 36 | 8 | 4.7 | -4 | 6 | 12 | -23 | -6 | -11 |
| CCc1ccc(S(=O)(=O)N2CCCC(N3CCN(c4ccc(OC)cc4)CC3)C2)cc1 (stereo not given) | -24 | -3 | 0.9 | -19 | -26 | -2 | -12 | -3 | 10 |
| COc1ccc(C(=O)NCC(=O)OCC(=O)NCCC2=CCCCC2)cc1 | -17 | -1 | 0.8 | -6 | -9 | -9 | -1 | -7 | -1 |
| COc1ccc(N(CC(=O)NC2CCCC2)S(=O)(=O)c2ccc(NC(C)=O)cc2)cc1 | -2 | 8 | 2.6 | -12 | -16 | -5 | -6 | -2 | 11 |
| COc1ccc(C)c(-n2c(N)cc(=O)n(Cc3ccccc3)c2=O)c1 | -14 | 1 | 0.7 | -11 | -7 | -24 | 1 | -2 | 15 |
| N#Cc1ccsc1NC(=O)CN1CCN(S(=O)(=O)c2cc(Cl)ccc2Cl)CC1 | 14 | 2 | 2.8 | -4 | 3 | 12 | -5 | -2 | 12 |
| CCC(O)C1CCN(C(=O)c2cc(COc3ccc4ncccc4c3)on2)CC1 (stereo not given) | 4 | 10 | 9.8 | 21 | 31* | 23 | -30 | 3 | -11 |
| Cc1ccc(C2N(c3nccs3)C(=O)C3CCCN32)cc1 (stereo not given) | -9 | 5 | 0.3 | -4 | 3 | 2 | -8 | -2 | 6 |
| CNC(=O)C(Sc1nc(C)nc2c1oc1ccccc12)C(C)=O (stereo not given) | -12 | 15 | 0.9 | -18 | 4 | -3 | -3 | -2 | 13 |

| canonical_smiles | TAAR1 antagonist | TAAR1 agonist | CHO-K1 Ca ag | CHO-K1 Ca antag | CHO parental Ca | M1 antag | OXTR potentiate | CHRM1 agonist | M1 PAM parental |
| --- | --- | --- | --- | --- | --- | --- | --- | --- | --- |
| Cc1cccc(C)c1NC(=O)CSc1nnc(-c2ccccc2)n1Cc1ccc2c(c1)OCO2 | 4 | 16 | 0.7 | 18 | -13 | -3 | -12 | -4 | -3 |
| Cc1ccc(NC(=O)CSc2nccn2C)cc1F | -13 | 2 | 0.1 | 0 | -7 | -6 | 2 | -4 | -6 |
| CN(C)c1ccc(-c2noc(C3CCN(S(=O)(=O)c4ccc(C(=O)O)cc4)CC3)n2)cc1 | -3 | 3 | 1.3 | -18 | -2 | -8 | -5 | -3 | 16 |
| COc1ccc(Nc2ccc(OC)cc2)cc1 | 5 | 0 | -0.3 | -2 | -9 | 0 | 2 | 3 | -7 |
| Cc1c(C(=O)Nc2ccc(C(F)(F)F)cc2)sc2ncn(CC(=O)N3CCN(c4ccccn4)CC3)c(=O)c12 | 25 | 3 | 1.6 | -5 | -6 | -1 | -12 | -5 | 12 |
| O=C1C[C@@H]2C(=O)N(c3ccccc3)C(=O)[C@@H]2[C@@H]2CN(S(=O)(=O)c3ccccc3)[C@@H](c3ccccc3)[C@H]12 | -1 | 4 | 1.5 | 1 | . | 6 | . | -2 | 2 |
| O=C(NC1CCN(C(=S)NCCc2ccccc2)CC1)C1CCCCC1 | -6 | 18 | 0.9 | -13 | -22 | -5 | -20 | -5 | -7 |
| O=C(OCC(=O)N1CCc2ccccc21)c1ccc([N+](=O)[O-])cc1 | 3 | 26 | -0.3 | -10 | -6 | -1 | -7 | -6 | -8 |
| COc1ccc(NC(=O)CSc2nnc(CN3CCOCC3)n2-c2ccccc2)cc1Cl | 7 | 3 | -0.1 | -8 | -11 | -5 | -3 | -4 | 16 |
| COc1cc2c(cc1OC)CN(C(=O)c1ccc(S(=O)(=O)N3CCCC3)cc1)CC2 | 12 | 4 | 5.7 | -2 | -13 | -11 | 0 | -6 | 5 |
| CC(C)(C)c1csc(CS(=O)(=O)c2ccccn2)n1 | -10 | 3 | 3.6 | 8 | -3 | 16 | -13 | 4 | -2 |
| CCc1cc2c(SCC(=O)c3ccc(Cl)s3)ncnc2s1 | 19 | 7 | 0.8 | 3 | -31 | 5 | -4 | -4 | 1 |
| O=C1NC(=O)C2(CCCc3c([N+](=O)[O-])cccc32)N1 (stereo not given) | 9 | 2 | 0.9 | -13 | . | -13 | . | -4 | 27 |
| CC(C)C[C@H](NC(=O)OC(C)(C)C)C(=O)N/N=C/c1ccc2nccnc2c1 | 4 | 6 | 0.0 | -10 | -11 | -16 | -2 | -6 | 24 |
| CN(Cc1cccnc1)C(=O)c1cc(COc2ccc3ncccc3c2)on1 | 11 | 5 | 18* | 37* | 42* | 50* | -9 | 2 | -11 |
| Cc1nn(C)c(C)c1S(=O)(=O)N(CC(=O)NCCCOC(C)C)c1ccc(C(C)C)cc1 | 11 | 7 | 0.1 | -21 | -19 | -12 | -7 | -5 | 16 |
| CN1CCN(CC#CCC(O)(c2ccccc2)C2CCCC2)CC1 (stereo not given) | 13 | 2 | -0.4 | 17 | -1 | 34* | -13 | -6 | -6 |
| CNC(=S)N(Cc1ccc(Cl)cc1)Cc1cccs1 | -16 | 0 | 2.6 | -1 | -5 | -6 | -7 | -6 | 18 |
| CN(C)CCCNc1c2ccccc2nc2ccccc12 | -5 | 5 | 5.2 | -9 | -4 | -10 | -18 | 0 | 7 |
| O=C(Nc1cccc(F)c1)NC1CCCCC1 | 11 | 8 | 2.0 | -15 | -10 | 5 | -3 | -5 | -1 |
| N/C(=N\O)c1ccc([N+](=O)[O-])s1 | 1 | 5 | 0.3 | 5 | -2 | -4 | -3 | -3 | -13 |
| O=c1[nH]c(C2CCN(S(=O)(=O)c3ccccc3)CC2)nc2c1nnn2Cc1ccc2c(c1)OCCO2 | -9 | -1 | -0.4 | -11 | -18 | -5 | 1 | -5 | 2 |
| O=C(Nc1cccc(Br)c1)c1ccc2nc(N3C(=O)CCC3=O)sc2c1 | 24 | 28 | 1.0 | -2 | -11 | 1 | -3 | -3 | 23 |
| c1csc(CNc2ccn3nc(-c4ccc(OCCN5CCOCC5)cc4)cc3n2)c1 | 33 | 29 | 9.8 | 19 | . | 11 | . | -1 | -8 |
| Cc1ccc(C(=O)OC2OC(=O)C(Cl)=C2N2CCOCC2)cc1 (stereo not given) | 13 | 3 | 0.7 | 14 | -6 | -5 | -6 | -4 | 3 |
| CN(Cc1ccc2c(c1)OCCO2)C(=O)CN1C(=O)NC2(CCCCC2)C1=O | 0 | -1 | 0.1 | 5 | -2 | 18 | 0 | -2 | -11 |
| CCCCNC(=O)c1ccccc1NC(=O)CCSc1ccccc1 | 41 | 0 | 1.1 | 8 | -24 | -2 | 2 | -4 | 7 |
